Screening data deposited in PubChem by several laboratories.
hiPSC survival: increases survival of single human iPS cells | hiPSC single-cell survival, ATPlite luminescence; 100% = ROCK inhibitor wells, 0% = DMSO | survival enhancement, % at 20 µM | 0.044% of 360,000 active | AID 602274; in the data active = survival enhancement above about 18%;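 also: cells exposed to compounds for 16 hours before the ATP read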
NR2E3 ag-1: human photoreceptor-specific nuclear receptor agonism | Q9Y5X4 | 0.35% of 360,000 active | CHO-S Gal4-NCOR/VP16-NR2E3 two-hybrid, luciferase | AID 602229 | inhibition of corepressor binding, % at 3.98 µM;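 active = inhibition above the mean of all tested compounds plus 3 SD, cut at about 70% in these data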;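 also: 0% = DMSO with NR2E3 transfected cells and 100% = cells lacking NR2E3 construct; higher means lower luciferase signal from less NR2E3 corepressor binding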
Target sequence (Q9Y5X4 whole entry, looked up, the tested form may be a part): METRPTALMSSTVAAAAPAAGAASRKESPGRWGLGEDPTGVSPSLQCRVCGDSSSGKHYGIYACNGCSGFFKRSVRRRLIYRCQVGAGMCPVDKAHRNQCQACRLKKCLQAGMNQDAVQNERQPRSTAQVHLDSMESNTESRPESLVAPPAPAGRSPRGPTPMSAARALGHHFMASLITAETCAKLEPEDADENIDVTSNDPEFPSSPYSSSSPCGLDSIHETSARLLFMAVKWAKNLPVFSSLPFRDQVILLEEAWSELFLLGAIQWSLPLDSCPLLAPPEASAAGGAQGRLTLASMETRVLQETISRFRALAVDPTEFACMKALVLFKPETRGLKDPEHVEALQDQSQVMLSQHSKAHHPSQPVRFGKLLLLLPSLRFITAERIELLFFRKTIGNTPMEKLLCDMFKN
Peg3 promoter: reduces Peg3 promoter-driven luciferase expression in HeLa | HeLa PEG-Prom luciferase reporter, luminescence, overnight | inhibition, % at 20 µM | 1.7% of 360,000 active | AID 588405;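 active = inhibition of at least 50% at 20 µM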
aDG glyco up: alpha-DG glycosylation activation | Pro5-aDG cells, alpha-DG glycosylation AlphaScreen (IIH6); 0% Pro5, 100% B10-LARGE cell signal | activation, % at 10 µM | 0.22% of 360,000 active | AID 624168;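 active = activation of at least 8% versus controls, or a plate z-score of at least 8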;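 also: Pro5 are CHO cells carrying HIG-tagged alpha-DG that lacks glycosylation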
TWEAK Fn14 block: TWEAK-Fn14 signaling inhibition | inhibition, % at 10 µM | TWEAK-stimulated Fn14 reporter cells, luciferase luminescence, 8 h | AID 1159606 | 2% of 360,000 active; in the data active = inhibition above about 50%
Shn3 inh set2: reduces Shn3 3'UTR luciferase signal in osteoblasts. inhibition, % at 12.5 µM. Clone20 osteoblast Shn3 3'UTR firefly luciferase, 24 h. 0.52% of 360,000 active. AID 588674;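 active = mean inhibition of at least 75% with every replicate also reaching 75%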;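 also: 0% = median of neutral control wells and 100% = pilot-screen positive control compound; some compounds past the cut are filed as inactive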
HIF-2a block: HIF-2a inhibition; inhibition, % at 18.8 µM; 0.72% of 360,000 active; 786-0 RCC cells HIF-2a reporter, luciferase luminescence, overnight;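 active = inhibition of the luminescence signal of 40% or more relative to plate controls, in a single-dose primary screen at 18.75 µM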
NR2E3 ag-2: NR2E3 (human) agonism | Q9Y5X4 | AID 2300 | inhibition of corepressor binding, % at 4.78 µM | GST-NR2E3/biotin-RetCOR TR-FRET, 1536-well | 0.12% of 320,000 active;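 active = percent inhibition above the cutoff of mean plus 3 SD of all tested compounds, set per screening campaign, cut at about 20% in these data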;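 also: 0% = DMSO wells and 100% = biotin wells as full block of FRET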
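Test system – NR2E3–RetCOR corepressor complex · Quantity – NR2E3 fusion 1.35 nM · Buffer or medium – Tris pH 7.5 · Incubation – Compound–protein incubation for 5 h at 4 °C · Technique – TR-FRET, Eu(K)-anti-GST donor, streptavidin-D2 acceptor, ex 340, em 617/671 nm · Evaluation – percent inhibition of 671/617 nm emission ratio versus biotin and DMSO controls · Plate – 1536-well format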
CF NFkB block: cystic fibrosis NF-kB activation inhibition | KKLEB NF-kB-GFP reporter, PAF-induced, GFP fluorescence overnight | inhibition, % at 5 µM | 0.86% of 360,000 active | AID 588850;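 active = at least 50% inhibition at 5 µM, scaled per plate between neutral and stimulator controls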;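 also: PAF is a Pseudomonas aeruginosa culture filtrate used as stimulus; plate controls were PAF-stimulated DMSO wells for no effect and unstimulated DMSO wells for full effect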
KKLEB tox: reduces viability of KKLEB cystic fibrosis airway cells | KKLEB CF airway cells viability, ATPlite luminescence, overnight; active compounds read low; cells stimulated with P. aeruginosa culture filtrate | activity change (cytotoxicity), % at 5 µM | 0.36% of 360,000 active;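 active = corrected activity change at or below -50% at 5 µM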
TRPM1 prom inh: reduces MITF-dependent TRPM1 promoter luciferase signal; SK-MEL-5 TRPM1 promoter luciferase, 24 h; inhibition, % at 12.5 µM; 0.83% of 330,000 active;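 active = mean inhibition across replicates of 60% or more, whatever share of single replicates reaches that level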; also: values of inactives mirror those of a sister screen read the other way
An asterisk follows results filed as active; . = not tested or not shown.

Structure,hiPSC survival,NR2E3 ag-1,Peg3 promoter,aDG glyco up,TWEAK Fn14 block,Shn3 inh set2,HIF-2a block,NR2E3 ag-2,CF NFkB block,KKLEB tox,TRPM1 prom inh
O=C(CSc1nnc(C2CC2)n1-c1ccccc1)Nc1ccc(N2CCOCC2)cc1,3.0,-2,14,0.1,8,-14,8,1,12,-7,9
CC(=O)NS(=O)(=O)c1cccnc1Nc1cccc(Cl)c1C,1.7,-31,35,-0.2,-4,-7,19,1,17,-4,1
COc1ccc(C(CNC(=O)C(CCSC)NC(=O)c2ccccc2Cl)N2CCOCC2)cc1 (stereo not given),-0.4,8,-10,-0.2,0,-3,7,-1,-10,9,5
Cc1cc(C)c2cc3c(ccn3C3OC[C@H](O)[C@H](O)[C@H]3O)cc2n1 (stereo not given in full),-0.5,8,5,0.0,-20,-11,5,-1,-7,3,3
COc1ccc2oc(-c3ccco3)cc(=O)c2c1,-0.4,-99,-306,-0.1,1,-123,-299,0,-25,7,-88
Cn1nc(CC#N)c2c(=N)n(N)cnc21,-3.5,-6,4,-0.1,3,-5,6,.,10,7,-2
COc1ccc(CNC(=O)CN2CCN(c3ccc(F)cc3)CC2)cc1,0.0,-25,13,0.0,-3,4,6,-3,-5,15,-1
CCN1CCCC1CNC(=O)c1ccccc1Cl (stereo not given),-1.9,18,-4,-0.2,-11,0,10,2,-2,-8,2
CC(C)(C)NC(=O)c1ccc2c(c1)C(=O)N(Cc1ccco1)C2=O,-0.2,-11,9,0.1,-1,-2,18,-2,-2,4,1
O=C(O)CCC(=O)Nc1sc2c(c1C(=O)NC1CCCC1)CCCC2,0.0,-42,-4,0.0,6,-5,11,-2,-9,-21,-1
O=C(C1CCN(Cc2ccc(Cl)cc2)CC1)N1CCN(Cc2ccc3c(c2)OCO3)CC1,-0.5,-15,2,0.4,-5,47,3,2,-3,-4,11
O=C(/C=C/c1cccc([N+](=O)[O-])c1)n1cnc2ccccc21,0.6,-4,100*,-0.6,103*,92*,28,.,82*,-3,67*

Next results follow.
Structure,hiPSC survival,NR2E3 ag-1,Peg3 promoter,aDG glyco up,TWEAK Fn14 block,Shn3 inh set2,HIF-2a block,NR2E3 ag-2,CF NFkB block,KKLEB tox,TRPM1 prom inh
CCOc1ccc(C2C(C#N)=C(N)Oc3cc(C)n(Cc4ccco4)c(=O)c32)cc1OC (stereo not given),-3.5,-2,9,0.1,2,5,24,3,6,3,11
COc1ccc(NC(=O)c2ccccc2NC(=O)C2CCCCC2C(=O)O)cc1 (stereo not given),-0.3,-125,-28,-0.1,-12,-66,-78,.,-12,6,-21
N=NC(=O)c1ccccc1Nc1c(O)[nH]c2ccccc12,-3.2,-165,-141,0.0,53*,-64,-108,.,-17,-28,-4
COc1ccc(/C=N/Nc2nc(NCc3ccco3)nc(Nc3ccc(OC)cc3)n2)cc1,3.7,-3,21,-0.3,-6,-5,-15,2,-20,10,4
COc1ccc(/C=C/C(=O)c2cc(Cl)cc(Cl)c2O)c(OC)c1,0.3,-7,-1,-0.2,0,-17,-11,4,15,-7,-25
COc1cc(C2NC(=O)NC(C)=C2C(=O)OC(C)(C)C)ccc1OCC(N)=O (stereo not given),-2.0,-19,0,-0.1,0,-10,7,-1,-3,7,-2
O=S(=O)(Cc1ccccc1)N1CCCc2ccccc21,-0.3,-24,-6,-0.2,14,4,5,6,-8,-5,17
COc1ccccc1N=Nc1[nH]c2ccc(C)cc2c1O,2.9,-19,-64,-0.3,-7,-22,-128,1,-22,12,-9
CN(CC(=O)Nc1ccccc1C(F)(F)F)C(=O)CSc1nnc(N)s1,1.8,-20,-4,-0.3,-3,-9,9,.,-1,6,13
COc1ccc(N(CC(=O)Nc2ccc(F)c(F)c2)S(=O)(=O)c2c(C)[nH]c(=O)[nH]c2=O)cc1,-0.5,-6,-15,-0.5,-10,-18,11,2,-14,7,12
COc1ccc(C(=O)NNC(=O)c2cnccn2)cc1[N+](=O)[O-],-1.9,16,10,0.0,2,-7,10,-1,8,0,4
CCC(=O)Nc1nc(N)n(-c2ccccc2)n1,-2.6,-30,10,0.0,-2,20,-1,2,12,-12,3

Arranged by SMILES length (descending): twelve of the compounds above
Structure,hiPSC survival,NR2E3 ag-1,Peg3 promoter,aDG glyco up,TWEAK Fn14 block,Shn3 inh set2,HIF-2a block,NR2E3 ag-2,CF NFkB block,KKLEB tox,TRPM1 prom inh
COc1ccc(N(CC(=O)Nc2ccc(F)c(F)c2)S(=O)(=O)c2c(C)[nH]c(=O)[nH]c2=O)cc1,-0.5,-6,-15,-0.5,-10,-18,11,2,-14,7,12
CCOc1ccc(C2C(C#N)=C(N)Oc3cc(C)n(Cc4ccco4)c(=O)c32)cc1OC (stereo not given),-3.5,-2,9,0.1,2,5,24,3,6,3,11
COc1ccc(/C=N/Nc2nc(NCc3ccco3)nc(Nc3ccc(OC)cc3)n2)cc1,3.7,-3,21,-0.3,-6,-5,-15,2,-20,10,4
COc1ccc(NC(=O)c2ccccc2NC(=O)C2CCCCC2C(=O)O)cc1 (stereo not given),-0.3,-125,-28,-0.1,-12,-66,-78,.,-12,6,-21
O=C(/C=C/c1cccc([N+](=O)[O-])c1)n1cnc2ccccc21,0.6,-4,100*,-0.6,103*,92*,28,.,82*,-3,67*
COc1ccc(C(=O)NNC(=O)c2cnccn2)cc1[N+](=O)[O-],-1.9,16,10,0.0,2,-7,10,-1,8,0,4
COc1ccc(/C=C/C(=O)c2cc(Cl)cc(Cl)c2O)c(OC)c1,0.3,-7,-1,-0.2,0,-17,-11,4,15,-7,-25
O=C(O)CCC(=O)Nc1sc2c(c1C(=O)NC1CCCC1)CCCC2,0.0,-42,-4,0.0,6,-5,11,-2,-9,-21,-1
N=NC(=O)c1ccccc1Nc1c(O)[nH]c2ccccc12,-3.2,-165,-141,0.0,53*,-64,-108,.,-17,-28,-4
COc1ccccc1N=Nc1[nH]c2ccc(C)cc2c1O,2.9,-19,-64,-0.3,-7,-22,-128,1,-22,12,-9
O=S(=O)(Cc1ccccc1)N1CCCc2ccccc21,-0.3,-24,-6,-0.2,14,4,5,6,-8,-5,17
CCC(=O)Nc1nc(N)n(-c2ccccc2)n1,-2.6,-30,10,0.0,-2,20,-1,2,12,-12,3

Following part:
Structure,hiPSC survival,NR2E3 ag-1,Peg3 promoter,aDG glyco up,TWEAK Fn14 block,Shn3 inh set2,HIF-2a block,NR2E3 ag-2,CF NFkB block,KKLEB tox,TRPM1 prom inh
O=C(NCCc1ccccc1)C1CC(=O)N(C2CCCC2)C1 (stereo not given),-0.3,-18,4,-0.1,-3,3,-7,-3,-16,22,8
Cc1onc(-c2ccccc2)c1C(=O)N(Cc1ccco1)Cc1cccs1,3.9,4,29,0.1,0,-6,19,.,1,-5,17
O=C(CCc1nnc2n(Cc3ccc(Cl)cc3)c(=O)c3ccccc3n12)NCCCN1CCOCC1,0.9,-15,10,2.1,2,-8,7,0,-2,-11,1
Cn1nc(-c2ccc(Cl)cc2)c2cc(C(=O)NCCCN3CCOCC3)sc21,-0.6,-28,45,0.5,-32,-7,13,1,-76,-10,-7
Cc1ccc2cc(CN(CC(C)C)C(=O)C3CCCO3)c(=O)[nH]c2c1 (stereo not given),-1.1,9,-4,0.2,-4,-8,6,0,-4,5,17
COCCn1c(C)cc(C(=O)COC(=O)/C=C/c2cccc(OC)c2)c1C,0.2,-10,2,-0.3,4,-9,2,-5,-5,10,0
CN(C)S(=O)(=O)c1ccc(C(=O)OCC(=O)c2ccc(OC(F)F)cc2OC(F)F)cc1,2.0,3,10,0.7,-13,0,10,4,11,1,7
CCOC(=O)N1CCC(=NNC(N)=O)CC1,4.9,1,6,0.0,11,5,9,1,2,6,-7
[O-][N+]12CC[N+]([O-])(CC1)c1ccccc12,4.1,-32,13,0.7,-7,-5,4,-2,-2,0,-7
O=C(COC(=O)/C=C/c1ccc(F)cc1)NC(=O)NCc1ccccc1,-1.1,-36,0,0.3,10,-5,-6,.,6,3,.
Cc1cc(Cl)ccc1N(CC(=O)N=Nc1c(O)[nH]c2ccccc12)S(C)(=O)=O,0.5,-21,20,0.0,2,6,14,5,-2,5,10
CNC(=O)NC(=O)CSc1ccc(NC(C)=O)cc1,-3.1,-22,-3,0.2,-8,7,18,-4,-3,-6,13

Additional structures:
Structure,hiPSC survival,NR2E3 ag-1,Peg3 promoter,aDG glyco up,TWEAK Fn14 block,Shn3 inh set2,HIF-2a block,NR2E3 ag-2,CF NFkB block,KKLEB tox,TRPM1 prom inh
COc1ccccc1NC(=O)/C(=C/c1ccncc1)NC(=O)c1ccccc1,-0.2,5,-4,0.0,1,0,22,-1,-4,-5,7
CN1CCN(C(=S)NC(=O)c2ccc(Br)cc2)CC1,1.5,-14,2,0.0,-15,3,3,0,0,-3,-22
CSc1nnc(NC(=O)c2ccc(S(=O)(=O)N3CCOCC3)cc2)s1,0.2,-11,-84,0.2,-9,-60,-96,5,-16,4,-24
CCOC(=O)C1CCN(c2ncnc3c2cnn3C)CC1,-0.6,-22,8,0.1,8,3,13,4,-2,6,-4
Cc1nn(CC(=O)Nc2ccccc2)c(=O)c2ccccc12,-1.1,1,10,-0.1,1,4,7,4,0,-12,-8
Cc1ccc(C(=O)Nc2cc(Cl)ccc2-n2cncn2)o1,1.2,7,-4,0.2,17,-2,-4,-4,2,4,13
CC(C)(C)c1cc(CCC(=O)NCCc2ccccn2)cc(C(C)(C)C)c1O,-0.3,-27,13,0.0,9,11,2,-2,-9,-7,-2
COc1ccc(NC(=O)CN2CCN(CC(=O)Nc3ccc(OC)cc3)CC2)cc1,-0.1,-5,4,0.0,0,8,11,0,6,-5,-1
O=C(Nc1ccc(F)cc1)c1ccc2nsnc2c1,0.1,-64,-146,0.1,-6,-72,-236,0,8,5,-79
CC(=O)Oc1ccc(C(=O)N2c3ccccc3NC(=O)C2C)cc1 (stereo not given),-0.2,-8,2,0.1,0,4,9,1,-3,-6,-8
CC(C)c1ccc(OCc2cccc(C(=O)N/N=C/c3cccnc3)c2)cc1,-2.8,-296,-138,0.3,-13,20,17,-1,-37,-10,2
O=c1c2ccccc2oc2ncccc12,1.6,1,-47,-0.3,-9,-9,-56,-1,-9,6,-17
O=C(COc1ccc(C(=S)N2CCOCC2)cc1)N1CCOCC1,0.5,1,-3,-0.3,1,2,5,2,-4,-38,2
O=C(Nc1ccccc1Cl)c1cc(C2CCCN(C(=O)CCc3ccccc3)C2)on1 (stereo not given),1.0,-7,-148,0.3,-33,-61,-159,.,7,-6,.
O=C(Nc1ccc(F)cc1F)c1cncc(Br)c1,0.5,-22,-12,-0.2,10,5,-2,5,15,-1,11
